NR1D1 modulator = modulators of Rev-erb alpha DNA binding, primary screen, biochemical, FITC-DNA, fluorescence polarization, uHTS. 370,000 compounds, 0.79% hits. Nuclear receptor subfamily 1 group D member 1 (Homo sapiens), P20393. Rev-erbα–FITC-DNA binding, 90 min. activity, % at 10 µM;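 active = activity above about 14%, limit read from the data; passing the limit was not always enough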;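 note: 0% = DMSO wells with 35 nM protein and 100% = DMSO wells with 750 nM protein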
UHRF1 binding = UHRF1 methylated DNA binding inhibitors, primary screen, counter-screen for MBD2 inhibitor project, biochemical, TR-FRET, human UHRF1, single concentration. E3 ubiquitin-protein ligase UHRF1 (Homo sapiens), Q96T88. UHRF1 binding to methylated oligo. inhibition, % at 4.4 µM. 370,000 compounds, 0.75% hits; in the data active = inhibition above about 21%;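 note: UHRF1 SRA domain binding a hemimethylated CpG hairpin DNA probe; 0% = median of test compound wells and 100% = reference inhibitor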
rCAG binder = binders of r(CAG) RNA repeats, primary screen, biochemical, fluorescence; 370,000 compounds, 1.3% hits; r(CAG) RNA repeat, TO-PRO-1 dye displacement fluorescence; inhibition, % at 3 µM;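 active = inhibition above the plate cutoff, the mean of all test compounds on that plate plus 3 SD, cut at about 35% in these data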;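 note: 0% = DMSO alone and 100% = 100 µM mitoxantrone as full dye displacement; higher means more dye released from RNA so lower well fluorescence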
mABHD4 FP = ABHD4 inhibitors, primary screen, biochemical, fluorescence polarization, mouse; (Lyso)-N-acylphosphatidylethanolamine lipase (Mus musculus), Q8VD66; purified mABHD4, FP-Rh probe fluorescence polarization; inhibition, % at 8.92 µM; 370,000 compounds, 0.54% hits; AID 720543, 2013;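 active = inhibition exceeding the mean over every tested compound plus 3 SD, cut at about 30% in these data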;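 note: 0% = plate median of compound wells and 100% = S159A mutant with DMSO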
Target sequence (Q8VD66 whole entry, looked up): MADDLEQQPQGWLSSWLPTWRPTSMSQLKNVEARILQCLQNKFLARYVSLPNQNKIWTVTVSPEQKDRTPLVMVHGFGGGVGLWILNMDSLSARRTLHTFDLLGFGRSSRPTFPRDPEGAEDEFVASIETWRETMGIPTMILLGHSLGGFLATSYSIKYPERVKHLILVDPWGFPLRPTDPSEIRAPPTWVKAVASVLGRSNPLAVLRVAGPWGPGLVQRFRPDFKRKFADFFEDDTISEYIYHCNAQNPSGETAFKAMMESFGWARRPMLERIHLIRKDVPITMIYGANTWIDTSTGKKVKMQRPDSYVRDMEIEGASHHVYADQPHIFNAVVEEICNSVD
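Assay system: mABHD4 protein; medium: HEPES pH 7.0, NaCl, Pluronic buffer; dosing: 8.92 µM, single dose; schedule: 45 min + 60 min at 25 °C; signal: FP readout, ex 525 nm / em 598 nm; read-out: normalized percent inhibition of probe labeling; repeats: single replicate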
MBD2 inh = inhibitors of MBD2 binding to methylated DNA, primary screen, biochemical, TR-FRET, DNA-binding domain, human. MBD2 binding to methylated oligonucleotide. inhibition, % at 4.4 µM. 370,000 compounds, 0.31% hits. AID 686964, 2013. Methyl-CpG-binding domain protein 2 (Homo sapiens), Q9UBB5; in the data active = inhibition above about 13%
Target sequence (Q9UBB5 whole entry, looked up, the tested form may be a part): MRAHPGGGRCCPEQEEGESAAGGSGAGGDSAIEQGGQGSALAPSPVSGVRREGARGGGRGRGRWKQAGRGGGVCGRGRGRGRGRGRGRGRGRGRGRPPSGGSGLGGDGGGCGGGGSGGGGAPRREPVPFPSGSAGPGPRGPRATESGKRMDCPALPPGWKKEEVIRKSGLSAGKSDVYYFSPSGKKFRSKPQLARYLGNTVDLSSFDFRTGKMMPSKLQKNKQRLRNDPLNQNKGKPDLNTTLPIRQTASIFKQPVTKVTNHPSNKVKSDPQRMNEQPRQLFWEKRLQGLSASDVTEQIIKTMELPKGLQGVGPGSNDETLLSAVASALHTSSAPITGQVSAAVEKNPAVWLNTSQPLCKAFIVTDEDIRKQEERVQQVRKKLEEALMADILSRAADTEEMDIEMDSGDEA
HTRA1 inh = HTRA1 serine protease inhibitors, primary screen, biochemical, fluorescence polarization, HTS; inhibition, % at 5.96 µM; 340,000 compounds, 0.5% hits; AID 504803, 2011; recombinant HTRA1, FP-rhodamine activity-based probe; in the data active = inhibition above about 36%;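 note: 0% = enzyme with DMSO and 100% = wells lacking enzyme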
LEDGF integ inh = blockers of LEDGF/p75-dependent integrase strand transfer – biochemical, TR-FRET, high throughput, primary screen; AID 743269, 2014; TR-FRET IN-LEDGF/p75 DNA integration, Eu/Cy5; 370,000 compounds, 0.64% hits; inhibition, % at 3.7 µM;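 active = inhibition above the screen-wide mean plus 3 SD, cut at about 13% in these data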;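 note: signal is the Cy5 over europium emission ratio at 671 and 618 nm; 0% = plate median of compound wells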
TCR-CD3 inh = inhibitors of human TCR-CD3 interaction, primary screen, biochemical, fluorescence, TAMRA-labeled TCR probe; AID 651800, 2012; T-cell receptor (TCR); 360,000 compounds, 0.37% hits; inhibition, % at 9.4 µM; in the data active = inhibition above about 19%;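 note: recombinant mutant TCR 2C K166C tagged with TAMRA read by polarization; 0% = receptor in buffer alone and 100% = receptor with positive control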
PRMT1 FP inh = PRMT1 methyltransferase inhibitors, primary screen, biochemical, fluorescence polarization; recombinant PRMT1, activity-based probe fluorescence polarization; 370,000 compounds, 1.3% hits; Protein arginine N-methyltransferase 1 (Homo sapiens), Q99873; inhibition, % at 2.79 µM;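 active = inhibition above about 21% made by adding two undisclosed values, limit read from the data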
PG9 Ab binder = binders of HIV-1 gp120 antibody PG9, primary screen, biochemical, TR-FRET; TR-FRET gp120-PG9 antibody binding; HIV-1 gp120 / PG9 antibody interaction; 360,000 compounds, 0.43% hits; AID 624416, 2012; inhibition, % at 6.7 µM; in the data active = inhibition above about 8.5%
Active calls of the source: *; · = no result given. Some of the compounds tested, so the mix of outcomes need not match the whole.

Each structure is followed by: NR1D1 modulator	UHRF1 binding	rCAG binder	mABHD4 FP	MBD2 inh	HTRA1 inh	LEDGF integ inh	TCR-CD3 inh	PRMT1 FP inh	PG9 Ab binder
- O=C(NCc1ccc(F)cc1)c1cc(C2CCCCN2S(=O)(=O)c2cccc3cccnc23)on1 (stereo unspecified)
→ -2	3	3	-11	2	·	0	-10	5	-2.8
- NC(=S)NN=C1CCCC(C(F)(F)F)C1 (stereo unspecified)
→ -9	-1	1	-8	0	7	2	2	-1	-1.2
- CC(=O)N1CCN(Cc2cc(=O)oc3cc(C)cc(C)c23)CC1
→ 1	-2	1	2	1	·	2	-6	2	0.4
- O=Cc1ccc2ccc3cccnc3c2n1
→ -1	-8	0	-5	0	-1	-2	6	-6	-1.0
- O=S(=O)(Nc1ccc(S(=O)(=O)Nc2cccc3ccccc23)cc1)c1ccccc1
→ 0	2	35*	-13	2	-23	3	-2	2	0.7
- COc1ccccc1Nc1nc(NCCCCO)nc(N2CCCC2)n1
→ 6	4	2	-9	6	-4	3	2	3	-1.0
- CN(Cc1ccccn1)C(=O)C1CCC(=O)N(CCc2ccc(Cl)cc2)C1 (stereo unspecified)
→ 2	1	-3	6	-4	-4	2	11	-2	-1.5
- Cc1ccc2[nH]c(=O)c(CN(Cc3cccnc3)Cc3nnnn3CC3CCCO3)cc2c1 (stereo unspecified)
→ 4	-1	-6	0	-1	-5	-1	-3	1	0.2
- CCN(C(=O)COC(=O)c1cnc(C)cn1)C1CCCCC1
→ -4	0	-2	-1	-3	-4	3	0	0	-1.1
- Cc1cc(C)c(NC(=O)CO/N=C2\CCCc3nonc32)c(C)c1
→ -2	-1	-2	8	0	-2	-2	0	2	-0.4
- CC(=O)c1ccc(OCc2ccc(Oc3c(Cl)cccc3[N+](=O)[O-])cc2)cc1
→ 2	14	-1	-1	0	4	-1	-7	-1	-1.3
- CCCCCCCNC(=O)C1(CC2CC(c3cccc(Br)c3)=NO2)CCN(C(=O)CCCCCBr)CC1 (stereo unspecified)
→ -4	13	-3	-6	3	-40	-1	5	-1	-1.4
- CNS(=O)(=O)c1ccc(N=Cc2c(C)[nH]n(-c3ccc(C)cc3C)c2=O)cc1
→ 1	-1	-2	0	0	·	-3	-4	3	-1.5
- O=C(CSc1n[nH]c(=O)[nH]c1=O)c1ccc(Cl)cc1Cl
→ -3	-1	9	-16	1	-4	2	2	-9	-0.8
- CSc1sc(C)cc1/C=N/O
→ 4	3	3	-3	0	5	0	10	-3	0.4

2 entries picked at random from those above:
Each structure is followed by: NR1D1 modulator	UHRF1 binding	rCAG binder	mABHD4 FP	MBD2 inh	HTRA1 inh	LEDGF integ inh	TCR-CD3 inh	PRMT1 FP inh	PG9 Ab binder
- O=C(NCc1ccc(F)cc1)c1cc(C2CCCCN2S(=O)(=O)c2cccc3cccnc23)on1 (stereo unspecified)
→ -2	3	3	-11	2	·	0	-10	5	-2.8
- COc1ccccc1Nc1nc(NCCCCO)nc(N2CCCC2)n1
→ 6	4	2	-9	6	-4	3	2	3	-1.0

The listing picks up, starting 2 compounds before the break.
Each structure is followed by: NR1D1 modulator	UHRF1 binding	rCAG binder	mABHD4 FP	MBD2 inh	HTRA1 inh	LEDGF integ inh	TCR-CD3 inh	PRMT1 FP inh	PG9 Ab binder
- O=C(CSc1n[nH]c(=O)[nH]c1=O)c1ccc(Cl)cc1Cl
→ -3	-1	9	-16	1	-4	2	2	-9	-0.8
- CSc1sc(C)cc1/C=N/O
→ 4	3	3	-3	0	5	0	10	-3	0.4
- CCc1c(C)c2c(C)nn(-c3ccccc3)c2oc1=O
→ 4	-6	-1	-2	-9	-3	-3	1	-1	-0.2
- CCCCN(Cc1ccccc1)C(=O)c1cnc2n(c1=O)CCS2
→ -3	1	-5	2	4	-7	0	-4	4	0.2
- O=C(CNS(=O)(=O)c1ccccc1)N1CCN(c2ccccn2)CC1
→ 7	1	2	0	3	·	2	·	-2	·
- N#Cc1ccccc1S(=O)(=O)N1CCN(C(=O)CN2CCCC2c2cccs2)CC1 (stereo unspecified)
→ -3	-1	7	-2	4	-1	1	-1	-1	0.2
- O=C(c1sc2cccc(Cl)c2c1Cl)N1CCN(CCc2ccccn2)CC1
→ -5	2	-5	-3	5	-4	-5	-1	4	-1.8
- Cc1ccc(NC(=O)COC(=O)C2CC2)cc1S(=O)(=O)N1CCOCC1
→ -1	-1	5	-3	4	0	-1	2	1	-0.9
- CN(C)S(=O)(=O)c1cccc(-c2csc(=Nc3ccccc3)n2CCCN2CCOCC2)c1
→ 2	-1	-6	-2	3	1	-2	-2	-2	0.4
- COc1ccc(CNCC(C)NCc2ccc(OC)c(OC)c2)cc1OC (stereo unspecified)
→ 0	-4	-2	-2	-10	-2	1	6	-1	-0.7
- COc1cccc(-c2cc(-c3cccnc3)nc(N)c2C#N)c1
→ 18	-2	0	2	-2	-11	-1	-7	2	1.5
- O=c1ccn(Cc2ccccc2)cc1
→ 3	3	1	-1	-2	-3	0	5	-2	0.2
- COc1ccc(C2C3=C(CC(C)(C)CC3=O)N(CCN3CCOCC3)C3=C2C(=O)CC(C)(C)C3)cc1
→ -1	3	-5	-1	5	-3	-5	-1	2	0.9
- Cc1ccccc1NC(=O)CCN1C(=O)CSC1=O
→ 7	1	3	12	-4	0	1	7	-2	-0.1
- CC1(C(=O)Nc2cccc(Oc3ccccc3)c2)Cc2c(-c3ccc4c(c3)OCO4)ccnc2O1 (stereo unspecified)
→ -2	1	12	1	7	·	-2	-4	4	-0.6
- COC(=O)C1CCCN(C(=O)C2CCN(S(=O)(=O)c3cccs3)CC2)C1 (stereo unspecified)
→ 0	2	3	0	0	·	2	·	1	·
- Cc1nnc(SCC(=O)N2CCN(c3ccccc3)CC2)n(N)c1=O
→ 3	0	0	-4	0	6	6	-2	1	1.5

Arranged by the number under MBD2 inh (smallest number first): some entries from above
smiles | MBD2 inh
COC(=O)C1CCCN(C(=O)C2CCN(S(=O)(=O)c3cccs3)CC2)C1 (stereo unspecified) | 0
CCCCN(Cc1ccccc1)C(=O)c1cnc2n(c1=O)CCS2 | 4
CC1(C(=O)Nc2cccc(Oc3ccccc3)c2)Cc2c(-c3ccc4c(c3)OCO4)ccnc2O1 (stereo unspecified) | 7

The list goes on:
structure	NR1D1 modulator	UHRF1 binding	rCAG binder	mABHD4 FP	MBD2 inh	HTRA1 inh	LEDGF integ inh	TCR-CD3 inh	PRMT1 FP inh	PG9 Ab binder
CCCOc1ccc(-c2c(C(=O)N/N=C(\C)c3ccncc3)nnn2-c2nonc2N)cc1	8	0	7	-16	3	-17	-6	-7	4	-0.9
Cc1nnc2sc(SCC(=O)Nc3cccc(Cl)c3)nn2c1=O	2	2	-1	2	-1	7	4	1	0	-0.6
O=C(CN(c1cc(C(F)(F)F)ccc1Cl)S(=O)(=O)c1ccccc1)NCc1cccnc1	-4	0	-7	-1	0	-3	3	5	1	-0.1
Cc1ccc(C)c(OCCC(=O)OCC(=O)Nc2ccc(N3CCOCC3)cc2)c1	2	3	1	0	2	-2	-2	-1	-1	-1.3
CC(C)C(C(=O)NCc1ccco1)N(CC1CCCO1)C(=O)CNS(=O)(=O)c1ccccc1 (stereo unspecified)	1	1	-5	3	-4	-1	-4	7	0	-0.5
O=C(CSc1n[nH]c(-c2ccccc2)n1)c1ccccc1	1	0	1	-8	3	-10	-1	1	2	0.2
OCCNc1nc(N2CCN(c3ccccc3)CC2)nc2ccccc12	-4	3	-5	10	0	5	3	2	1	-0.8
CCn1c(SCC(=O)Nc2ccc(N(C)C)cc2)nnc1C1CC1	-1	-1	-3	5	3	1	-5	-5	2	-7.6
CCOC(=O)[C@@H]1[C@H]2COc3ccc(Br)cc3[C@@H]2N2C(=O)N(c3ccc(OC)cc3)C(=O)[C@@]12C	-6	-2	-1	-7	3	-4	-2	-5	-3	1.4
O=C(CN1CCCCCC1)N1c2ccccc2C=Cc2ccccc21	-2	17	3	-11	4	-3	-1	-2	5	0.8
CC1=C(C(N)=O)C(c2cccnc2)n2nc(-c3cccc(C)c3)nc2N1 (stereo unspecified)	-5	7	1	-1	4	9	-3	-1	2	0.8
O=C1c2ccccc2C(c2nnnn2Cc2ccccc2)N1CCCn1ccnc1 (stereo unspecified)	-3	-3	2	1	-3	·	8	2	-3	2.2
CC(=O)c1ccc(C(=O)NC2CCCN(Cc3ccc(Cl)cc3)C2)s1 (stereo unspecified)	9	-1	0	-5	3	-11	2	3	-4	-1.8
CCOc1cc(/C=C/C(=O)OCC(=O)NCC2CCCO2)cc(Cl)c1OC (stereo unspecified)	-3	2	-1	2	-3	10	3	-4	-1	2.7
COc1cc(C)c(S(=O)(=O)Nc2ccccc2F)cc1C	1	0	-2	-8	0	-3	-6	3	0	-0.3
COc1ccc(CCNC(=O)C(=O)NCC2CCCN2S(=O)(=O)c2cccs2)cc1 (stereo unspecified)	-2	2	2	-4	-5	-15	0	-9	3	-0.8

Screening data from PubChem BioAssay.
